# IMP-1 inhibitor = inhibitors of Pseudomonas aeruginosa IMP-1 metallo-beta-lactamase; inhibition, % at 5.6 µM; purified IMP-1, nitrocefin hydrolysis, epi-absorbance fluorescence; 290,000 compounds, 0.45% hits;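 active means inhibition above the mean plus 3 SD of all compounds in the same screening run, cut at about 4.5% in these data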;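 further: 0% = IMP-1 with DMSO and 100% = DMSO wells lacking enzyme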
#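 assay system = purified recombinant IMP-1 metallo-beta-lactamase enzyme | schedule = 15 min preincubation plus 25 min reaction at 25 °C | signal = Epi-absorbance fluorescence, 480 nm excitation, 530 nm emission | read-out basis = percent inhibition from optical density relative to buffer-blank wells | controls = IMP-1 with DMSO as 0%, enzyme-free DMSO as 100%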
# SUMO HTRF inh = SUMOylation inhibition. P63279. HTRF SUMOylation assay, SAE1/SAE2 + UBC9, in vitro. inhibition, % at 35 µM. 290,000 compounds, 0.36% hits. AID 2006; in the data active means inhibition above about 50%, passing the limit was not always enough; further: strong numbers were not always called active
# Target sequence (P63279 whole entry, looked up): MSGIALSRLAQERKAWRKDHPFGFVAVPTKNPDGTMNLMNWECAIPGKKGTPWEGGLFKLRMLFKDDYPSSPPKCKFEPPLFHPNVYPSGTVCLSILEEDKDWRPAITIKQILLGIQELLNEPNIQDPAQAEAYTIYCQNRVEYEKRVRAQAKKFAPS
# PHOSPHO1 inh = blocks human PHOSPHO1 phosphatase activity; Q8TCT1; recombinant PHOSPHO1, absorbance phosphatase assay; inhibition, % at 13.3 µM; 290,000 compounds, 1.1% hits; in the data active means inhibition above about 60%
# Target sequence (Q8TCT1 whole entry, looked up): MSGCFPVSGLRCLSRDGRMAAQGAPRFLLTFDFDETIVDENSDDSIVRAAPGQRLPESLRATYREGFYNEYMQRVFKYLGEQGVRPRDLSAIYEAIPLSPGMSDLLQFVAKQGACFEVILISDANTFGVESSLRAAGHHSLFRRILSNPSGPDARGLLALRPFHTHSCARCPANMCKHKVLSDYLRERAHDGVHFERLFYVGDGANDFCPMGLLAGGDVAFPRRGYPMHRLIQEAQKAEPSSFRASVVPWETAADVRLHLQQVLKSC
# MEKK3 PB1 HTS = raises or lowers MEK5 binding to the human MEKK3 PB1 domain. binding response (% of control), % at 10 µM. 290,000 compounds, 1.4% hits. AID 1529. bead-based flow cytometry, Alexa488-MEK5 binding to MEKK3; actives lie on both sides; 0 = blocked by unlabeled MEK5, 100 = vehicle;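 active means binding response more than 3 SD above or below the average of its plate-row segment, actives on both sides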;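 further: Alexa488 bead fluorescence after subtracting the streptavidin-only scavenger bead signal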
# Target sequence (Q99759 whole entry, looked up, the tested form may be a part): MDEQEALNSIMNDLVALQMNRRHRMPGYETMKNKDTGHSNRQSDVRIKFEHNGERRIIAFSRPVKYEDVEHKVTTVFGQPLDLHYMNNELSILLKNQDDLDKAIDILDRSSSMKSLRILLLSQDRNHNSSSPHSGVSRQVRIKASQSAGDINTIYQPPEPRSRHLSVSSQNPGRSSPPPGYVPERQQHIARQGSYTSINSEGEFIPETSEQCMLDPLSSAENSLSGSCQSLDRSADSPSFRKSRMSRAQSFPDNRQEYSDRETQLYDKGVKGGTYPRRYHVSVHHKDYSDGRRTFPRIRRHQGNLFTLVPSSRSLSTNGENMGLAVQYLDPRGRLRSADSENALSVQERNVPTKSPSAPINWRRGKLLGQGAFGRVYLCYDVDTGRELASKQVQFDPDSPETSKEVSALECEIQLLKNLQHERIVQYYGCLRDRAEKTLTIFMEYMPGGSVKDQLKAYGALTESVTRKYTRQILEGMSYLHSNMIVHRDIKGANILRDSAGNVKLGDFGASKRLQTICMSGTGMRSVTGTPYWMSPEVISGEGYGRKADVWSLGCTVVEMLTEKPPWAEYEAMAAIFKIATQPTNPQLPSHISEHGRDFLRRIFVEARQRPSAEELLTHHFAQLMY
# pCIP destab = compounds decreasing mouse p/CIP protein stability; Q05BA5; decrease of EGFP signal, % at 10 µM; 290,000 compounds, 0.01% hits; F442A p/CIP-EGFP cells, EGFP fluorescence, 16 h;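 active means EGFP signal decrease of at least 30% at 10 µM or well 3 SD below plate mean, unless failing retest; inactive means the rest, including hits failing retest or dose response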; further: some compounds called inactive have numbers as strong as hits; many of its hits are not listed in these tables
# DNA FID counter = displaces DNA intercalator in HCV helicase counter-screen | inhibition, % at 7.9 µM | 290,000 compounds, 0.17% hits | DNA fluorescent intercalator displacement, fluorescence; in the data active means inhibition above about 37%;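 further: 0% = vehicle and 100% = reference compound; higher means more ethidium bromide displaced from hairpin DNA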
# VIM-2 inhibitor = blocks Pseudomonas aeruginosa VIM-2 metallo-beta-lactamase; purified VIM-2, nitrocefin hydrolysis, epi-absorbance fluorescence; inhibition, % at 5.6 µM; 290,000 compounds, 0.89% hits;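 active means inhibition above the mean of all tested compounds plus 3 SD, cutoff set per screening run, cut at about 7.5% in these data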;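 further: red hydrolysis product quenches plate fluorescence so inhibitors raise well fluorescence; 0% = enzyme with DMSO and 100% = DMSO without enzyme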
# IDE cell activ = activators of human insulin-degrading enzyme in cells. activation, % at 5.96 µM. HEK cells, FAbeta-B cleavage, fluorescence polarization; 0% vehicle, 100% cell-free pure enzyme wells. P14735. 340,000 compounds, 0.073% hits;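 active means activation above the mean of all tested compounds plus 3 SD, set per screening campaign, cut at about 17% in these data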
# HCV NS3 hel inh = inhibitors of Hepatitis C virus NS3 helicase; 290,000 compounds, 0.56% hits; inhibition, % at 10.9 µM; NS3 helicase DNA unwinding, Cy5 molecular beacon fluorescence;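 active means inhibition above the mean of all tested compounds plus 3 SD, set per campaign, cut at about 35% in these data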;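 further: 0% = DMSO wells and 100% = thioflavine S control wells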
#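 Control set: DMSO versus 110 µM thioflavine S; Material: NS3 helicase fragment of HCV; Measured by: Cy5 fluorescence at 0 and 60 min, beacon hairpin quenching; Read-out basis: percent inhibition from t60/t0 fluorescence ratio; Times: reaction time 60 min, 25 °C; Repeats: single replicate; Compound dosing: single dose, 10.9 µM nominal final, DMSO 0.8% final.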
# * marks the source's active call; other numbers are inactive results; / = no result given; [ ] = remark or other dose. This is a subset. The share of hits here may be higher or lower than overall.
# Each structure is followed by: IDE cell activ	MEKK3 PB1 HTS	SUMO HTRF inh	DNA FID counter	IMP-1 inhibitor	pCIP destab	PHOSPHO1 inh	VIM-2 inhibitor	HCV NS3 hel inh
- COc1ccc(S(=O)(=O)NCC(=O)NCc2cc(=O)n(C)c(=O)n2C)cc1C
 : 6	101	3	-9	-1.5	5	3	-1.7	-7
- Oc1ccccc1Oc1c(F)c(F)nc(N2CCCC2)c1F
 : 5	97	-5	-5	0.9	6	3	0.2	3
- Clc1cccc(C2CCN(Cc3nc(CC4CC4)no3)C2)c1 (stereo not given)
 : 4	91	5	-6	-0.5	-7	15	2.4	-5
- Cc1ccc(S(=O)(=O)/N=c2\sccn2C)cc1
 : -1	107	-15	-2	3.3	-5	12	-0.9	0
- COc1ccc(Cc2nnc(N=Nc3c(O)[nH]c4ccc(Br)cc34)[nH]c2=O)cc1
 : 0	106	20	1	-4.0	2	24	-3.5	-15
- Cc1nn(Cc2noc(C(=O)NCc3ccc(F)cc3)n2)c(C)c1Br
 : 3	102	-11	-15	-2.0	12	-4	-3.3	-2
- CC(NC(=O)C(=O)N/N=C\c1ccc([N+](=O)[O-])cc1)c1ccccc1 (stereo not given)
 : 0	82	9	0	-2.0	10	1	-1.5	-1
- COC(=O)C1CCN(C(=O)COC(=O)C2CCN(S(=O)(=O)c3ccc4c(c3)OCCO4)CC2)CC1
 : -1	99	-17	-42	-0.8	4	0	-1.2	1
- Nc1nnc(CCS(=O)(=O)c2ccc(Cl)cc2)s1
 : -3	99	17	-2	-2.2	-8	19	-1.4	-8
- COc1cc(CN2CCCC(CO)(Cc3ccccc3F)C2)ccc1O (stereo not given)
 : 4	101	13	2	-1.4	-8	44	0.6	-4
- Cc1ccc(-n2cccc2/C=N/n2cnnc2)cc1Cl
 : 5	85	8	-9	1.6	-3	6	-1.3	2
- O=C(CNC(=O)c1ccccc1F)NCCOc1cccc(Cl)c1Cl
 : 5	98	15	-13	-5.2	0	6	-3.0	6
- Cc1ccc(NC(=O)CSc2nccn2Cc2ccccc2)cc1C
 : 4	101	7	-24	1.5	-8	86*	1.0	-13
- COC(=O)c1ccc(C(=O)NC2CCCc3c2cnn3-c2ccccc2F)nc1 (stereo not given)
 : 2	97	4	-33	-0.9	5	40	-0.9	-6
- CC(C)Oc1ccc(NC(=O)c2ccncc2)cc1
 : 3	100	17	-3	0.4	-6	9	-1.7	21
- CCc1ccc(C(=O)N/N=C(\C)c2ccncc2)s1
 : -5	103	14	-13	-2.6	-14	32	-0.1	-1
- COc1ccccc1OCC(=O)Nc1cc(C)ccc1NC(=O)c1ccco1
 : 2	100	-4	-21	-3.2	-2	14	-1.8	8
- CCc1cccc2c(C(=O)COC(=O)c3ccc(O)cc3)c[nH]c12
 : 0	96	17	0	-0.8	-5	-18	-0.8	-14
- Cc1c(NC(=O)COC(=O)COc2ccc(Nc3ccccc3)cc2)c(=O)n(-c2ccccc2)n1C
 : -6	94	-5	-18	-2.9	9	20	-4.1	25
- COc1ccc(N2CCN(C(=O)c3ccc(C)c(NC(=O)C4=C(C)OCCS4)c3)CC2)cc1
 : 8	101	-9	-54	-1.6	-2	21	-4.1	1
- COc1cc2c(cc1OC)CN(C(=S)Nc1ccc(OC(F)F)cc1)CC2
 : 3	107	13	-10	-2.8	-15	-17	-4.4	-9
- Cc1nn(-c2ccccc2)c2nc(-c3ccco3)cc(C(=O)O)c12
 : -3	101	28	-3	-3.4	-11	-4	0.0	42*
- CCCCNC(=O)c1ccc(NS(=O)(=O)c2ccccc2)cc1
 : 5	99	9	-5	-0.5	-7	38	-0.7	2
- CN(C)c1ccc(-c2nc3ccccc3n2C)cc1
 : 3	106	14	-6	-5.0	-7	41	-0.7	0
- Cc1ccc(NC(=S)NNC(=O)C2CC2c2ccc(C)cc2)cc1 (stereo not given)
 : -1	97	-111	-27	-4.2	-5	-11	-2.1	5
- Cc1n[nH]c(C)c1S(=O)(=O)N1CCCC(C(=O)Nc2ccc3c(c2)OCCO3)C1 (stereo not given)
 : /	/	8	-21	-2.4	-10	7	-2.9	5
- O=C(/C=C/c1cccc([N+](=O)[O-])c1)N1CCN(c2ccccn2)CC1
 : 7	99	5	-24	0.3	-6	11	-0.3	0
- O=C(c1ccccn1)N1CCCC(N2CCN(c3ccc(F)cc3)CC2)C1 (stereo not given)
 : 3	102	-9	-14	-2.9	4	22	-3.5	10
- Cc1ccc2ncccc2c1NS(=O)(=O)c1ccccc1
 : 5	104	0	4	-1.5	-17	98*	-4.0	-2
- Cc1ccccc1C(=O)Nc1ccc2c(c1)OCO2
 : 8	100	13	0	-0.2	-4	-10	-0.6	-7
- COc1ccc(-c2cc(C3CCN(c4ncccc4[N+](=O)[O-])CC3)[nH]n2)cc1
 : 1	103	0	-17	-1.7	-6	-2	-1.1	-26
- CC(C)CCNC(=O)C1CCN(S(=O)(=O)c2ccc3c(c2)CC(C)N3C(=O)C2CCC2)CC1 (stereo not given)
 : 7	98	0	-72	-1.1	13	38	0.4	5
- O=C(CCCN1C(=O)/C(=C/c2ccccc2Cl)SC1=S)N1CCOCC1
 : 3	104	-4	-54	-1.2	-3	10	1.3	2
- COc1ccc(NC(=O)CCNC(=O)Cn2ccc3ccccc3c2=O)cc1OC
 : 2	101	10	-4	-2.6	-7	35	-1.1	0
- CN(C)S(=O)(=O)c1ccc(NC(=O)C2CCCN(C(=O)c3ccc(Cl)cc3)C2)cc1 (stereo not given)
 : 2	100	-2	-27	-2.9	-11	-2	-1.0	-9
- C=CCN1C=C2C(=O)C(C)(OC(=O)CCc3ccccc3)C(=O)C=C2C=C1c1ccc(C#N)cc1 (stereo not given)
 : 1	120	7	/	/	-3	4	/	/
- Cc1ccccc1/C=N/Nc1nc2ccccc2[nH]1
 : 6	99	-11	14	-6.5	4	-3	-5.3	0
- O=C(N/N=C\c1cccnc1)c1ccc(Br)s1
 : -1	99	-2	-10	-1.1	14	-34	0.6	-4
- COc1cc(S(=O)(=O)NCc2cccnc2)c(OC)cc1Br
 : 7	98	-22	2	-3.1	-20	14	-3.1	-3
- CCOC(=O)C(CSCC(=O)c1ccc(Cl)cc1Cl)NC(=O)OC(C)(C)C (stereo not given)
 : 4	89	18	-23	-0.5	-4	28	0.3	-6
- CCCSc1nnc(CSc2nc(C)cc(C)n2)n1C
 : 5	102	2	-7	-2.8	4	46	-2.4	10
- CC(C)[C@H](NC(=O)NCc1ccc(F)cc1)C(=O)O
 : 5	97	-1	3	-3.8	-8	-4	-1.7	-3
- CC(=O)Nc1cccc(C(=O)NC(C)c2ccc(-n3ccnc3)cc2)c1 (stereo not given)
 : 3	100	14	-10	-5.0	-11	44	-1.5	5
- CCc1ccc(NC(=S)N2CCC(NC(=O)c3ccccc3OC)CC2)cc1
 : -1	95	-12	-25	-3.1	23	28	-2.5	-2
- CCc1nc(SCC(=O)O)c(C#N)cc1C
 : 3	106	-4	4	-3.2	3	5	-1.7	-3

# Filtered by structure, the compounds so far containing a thiophene ring, fused or not (2)
# Each structure is followed by: IDE cell activ	MEKK3 PB1 HTS	SUMO HTRF inh	DNA FID counter	IMP-1 inhibitor	pCIP destab	PHOSPHO1 inh	VIM-2 inhibitor	HCV NS3 hel inh
- CCc1ccc(C(=O)N/N=C(\C)c2ccncc2)s1
 : -5	103	14	-13	-2.6	-14	32	-0.1	-1
- O=C(N/N=C\c1cccnc1)c1ccc(Br)s1
 : -1	99	-2	-10	-1.1	14	-34	0.6	-4

# The results go on.
# Each structure is followed by: IDE cell activ	MEKK3 PB1 HTS	SUMO HTRF inh	DNA FID counter	IMP-1 inhibitor	pCIP destab	PHOSPHO1 inh	VIM-2 inhibitor	HCV NS3 hel inh
- Cc1ccc(-c2nnc(-c3cccc(NC(=O)c4cccs4)c3)o2)cc1
 : -1	98	13	-5	-1.4	-15	-4	-4.1	3
- CC(C)(C)c1cc(C(=O)O)nn1-c1ccccc1
 : -2	2.0*[inhibitor]	6	4	-2.2	1	-10	-1.8	-4
- Cc1ccc([N+](=O)[O-])c(NC(=O)COC(=O)C2CC3CCCC(C2)C3=O)c1C (stereo not given)
 : 4	99	1	-7	1.1	3	43	-2.0	7
- Cc1cc(C)nc(/N=C(\N)Nc2ccc(S(=O)(=O)O)cc2)n1
 : /	107	6	3	-2.4	0	20	0.4	8
- COc1ccc2c(OC)cc(=O)n(C)c2c1
 : -3	96	17	4	-0.4	7	7	2.5	0
- O=[N+]([O-])c1ccc(NC(=S)N2CCc3ccccc32)cc1
 : 2	102	-9	5	-2.1	-10	13	-4.6	15
- C/C(Cn1cnc([N+](=O)[O-])n1)=N\NC(=O)c1ccccc1O
 : 4	92	10	11	-3.1	-17	13	-3.4	-7
- CC(=O)Nc1nc(NC(=O)/C=C/c2ccccc2)n(-c2ccccc2)n1
 : 3	140*	8	-12	-4.6	-8	23	-3.5	9
- CC1CC(C)(C)n2c(O)c(N=NC(N)=S)c3cccc1c32 (stereo not given)
 : -1	99	-12	-10	-4.0	-15	-11	-3.1	22
- Cc1ccc(S(=O)(=O)NCC(=O)OCC(=O)N(Cc2ccccc2)C(C)(C)C)cc1
 : -6	103	0	-33	-0.7	-8	-2	-2.5	15
- COc1ccc2c(c1OC)C(=O)OC2Nc1nc2ccccc2s1 (stereo not given)
 : 4	58	24	0	0.4	-8	-15	-1.4	-7
- O=C(O)c1cccc(NS(=O)(=O)c2cccc3cccnc23)c1
 : -3	109	9	2	-3.7	-21	11	-2.3	3
- CCOC(=O)c1sc(NC(=O)CSc2nc3cccnc3n2C)nc1C
 : 3	103	-44	-27	-2.5	-4	28	-0.7	-5
- CN(c1ccc(C(=O)N2CCN(Cc3ccc4c(c3)OCO4)CC2)cc1)S(C)(=O)=O
 : 4	97	-9	-6	-1.5	-6	8	-3.2	0
- Cc1ccc(C(=O)Cn2cccn2)cc1
 : 0	100	4	-15	-0.9	-1	33	-1.4	-12
- Cc1c(C(=O)Nc2c3c(nn2C(C)(C)C)CS(=O)(=O)C3)cccc1[N+](=O)[O-]
 : 3	104	20	-3	-3.3	-1	24	1.1	7
- CC(=O)c1[nH]c(C)c(C(C)=O)c1C
 : 6	106	12	-1	-1.8	-13	14	-1.5	3
- O=C(c1cnn2c1NC(c1ccc(Br)cc1)CC2C(F)(F)F)N1CCN(C23CC4CC(CC(C4)C2)C3)CC1 (stereo not given)
 : 1	102	-42	-2	-3.1	2	8	-0.8	-11
- CC1CCCN(S(=O)(=O)c2ccc(C(=O)Nc3ccccc3-c3nc4ccccc4[nH]3)cc2)C1 (stereo not given)
 : 4	121	9	3	-2.8	0	2	-1.2	8
- COc1ccc(N2CCN(c3ccc(C(N)=O)cc3[N+](=O)[O-])CC2)cc1
 : -4	109	11	-1	-1.4	19	28	0.5	4
- NC(=O)c1sc2nc3c(c(-c4cccs4)c2c1N)CCCC3
 : /	107	10	-17	-4.3	-12	-15	-1.7	5
- Cc1ccc(C(=O)N2CCN(S(=O)(=O)N3CCCCCC3)CC2)cc1
 : -1	100	4	-28	-1.5	-2	26	1.7	-9
- CCC(C(=O)NC1CCCC1)N(C(=O)Cn1nnc(-c2ccc(C)o2)n1)c1cccc(O)c1 (stereo not given)
 : 5	100	-10	-34	-1.0	-10	31	-2.1	10
